Source: PubChem
M1 ag = agonists of human M1 muscarinic receptor; activation, % at 3 µM; 360,000 tested, 0.33% active; P11229; CHO-K1 hM1, Fluo-8 calcium fluorescence, agonist mode; 0% DMSO, 100% acetylcholine EC100;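 active = activation above the run's mean compound activation plus 3 SD, cut at about 16% in these data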;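 note: peak over basal fluorescence ratio within a 140 s kinetic read after compound addition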
TAAR1 ag = agonists of human TAAR1; Q96RJ0; CHO RD-HGA16 TAAR1, Fluo-8 calcium fluorescence; vehicle wells 0%, saturating PEA agonist 100%; activation, % at 3 µM; 360,000 tested, 0.99% active;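 active = activation above the mean activation of all test compounds in the run plus 3 SD, cut at about 38% in these data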
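System: CHO-derived RD-HGA16 cells with stable Gα16 and human TAAR1 / Times: 17-24 h plating, Fluo-8 75 min 37 °C, 30 min RT / Technique: calcium-sensitive Fluo-8 signal, excitation 470-495, emission 515-575 nm / Measure: % activation relative to PEA EC100 response / Benchmarks: DMSO and PEA EC100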
TAAR1 antagonist = antagonists of human TAAR1; AID 624466; Q96RJ0; 360,000 tested, 1.5% active; CHO RD-HGA16 TAAR1, Fluo-8 calcium fluorescence, antagonist; inhibition, % at 3 µM;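 active = inhibition above a per-plate cutoff, the mean inhibition of test compounds on that plate plus 3 SD, cut at about 49% in these data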;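 note: 0% = DMSO plus EC80 beta-PEA response and 100% = DMSO alone without agonist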
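Material: CHO RD-HGA16 cells bearing hTAAR1; compound dosing: one-point dosing, 3 µM nominal final; schedule: dye loading 75 min at 37 °C, then 30 min room temperature; measured by: calcium fluorescence with Fluo-8; control set: vehicle and agonist controls; replication: n of 1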
M1 antag = antagonists of human M1 muscarinic receptor | P11229 | CHO-K1 hM1, Fluo-8 calcium fluorescence, ACh EC80 antagonist | inhibition, % at 3 µM | 360,000 tested, 1.3% active;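 active = percent inhibition above its own plate's cutoff, namely the mean of that plate's compound wells plus 3 SD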;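 note: peak over basal fluorescence ratio during 140 s after agonist addition; 0% = ACh EC80 plus DMSO and 100% = DMSO alone without agonist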
V1aR counter = V1a receptor agonism, counter-screen for OXTR agonists; P37288; CHO-V1R cells, Fluo-8 calcium fluorescence, agonist mode; 0% DMSO, 100% 3 nM vasopressin; activation, % at 3 µM; 320,000 tested, 0.25% active;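 active = activation above the mean activation of all tested compounds plus 3 SD, per screening run, cut at about 20% in these data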;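 note: signal is peak over basal fluorescence ratio across a 100 second FLIPR read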
Target sequence (P37288 whole entry, looked up): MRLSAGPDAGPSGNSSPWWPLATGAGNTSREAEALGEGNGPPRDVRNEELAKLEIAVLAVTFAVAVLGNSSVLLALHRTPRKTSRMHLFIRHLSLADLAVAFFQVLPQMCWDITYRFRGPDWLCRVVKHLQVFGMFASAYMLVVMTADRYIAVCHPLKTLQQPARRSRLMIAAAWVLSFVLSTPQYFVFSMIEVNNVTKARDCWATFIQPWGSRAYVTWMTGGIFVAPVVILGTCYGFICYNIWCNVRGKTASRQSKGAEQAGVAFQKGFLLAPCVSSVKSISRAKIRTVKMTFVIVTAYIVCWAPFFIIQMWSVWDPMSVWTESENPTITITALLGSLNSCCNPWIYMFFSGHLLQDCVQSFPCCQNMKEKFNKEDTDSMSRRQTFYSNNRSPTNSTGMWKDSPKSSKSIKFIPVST
OXTR ag = activates the human oxytocin receptor. AID 2435. CHO-OTR cells, Fluo-8 calcium fluorescence; normalized: DMSO 0%, oxytocin 100%. activation, % at 3 µM. 320,000 tested, 0.32% active;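 active = activation above the mean of all tested compounds plus 3 SD, cutoff set per screening run, cut at about 20% in these data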;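 note: peak over basal fluorescence ratio from a 100 s FLIPR kinetic read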
Target sequence (P30559 whole entry, looked up): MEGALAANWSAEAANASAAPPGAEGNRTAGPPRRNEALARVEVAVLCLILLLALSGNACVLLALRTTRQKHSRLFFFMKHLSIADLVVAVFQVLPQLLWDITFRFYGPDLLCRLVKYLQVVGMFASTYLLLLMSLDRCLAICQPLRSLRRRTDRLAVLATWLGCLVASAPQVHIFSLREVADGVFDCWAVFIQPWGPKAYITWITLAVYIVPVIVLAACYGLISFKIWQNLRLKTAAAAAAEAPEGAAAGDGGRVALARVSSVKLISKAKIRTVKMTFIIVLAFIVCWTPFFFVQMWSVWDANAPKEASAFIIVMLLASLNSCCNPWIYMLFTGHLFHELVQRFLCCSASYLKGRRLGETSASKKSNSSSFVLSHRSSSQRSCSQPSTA
CHRM1 PAM = human CHRM1 positive allosteric modulation; 360,000 tested, 0.088% active; P11229; AID 588819; CHO-K1 hM1, Fluo-8 calcium fluorescence, ACh EC20; 0% = ACh EC20, 100% = maximal ACh; activation, % at 3 µM; in the data active = activation above about 19%, passing the limit was not always enough
CHO parental Ca = counter-screen for OX1R antagonists: effect in parental CHO cells. parental CHO-K1, ATP-induced calcium, Fluo-8 fluorescence. AID 463079. 330,000 tested, 0.63% active. inhibition, % at 5.6 µM;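 active = inhibition above that plate's mean sample inhibition plus 3 SD, cut at about 26% in these data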;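 note: 0% = ATP-challenged DMSO wells and 100% = DMSO wells without ATP; some compounds past the cut are filed as inactive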
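material = parental CHO cells | also added = ATP as calcium-mobilizing challenge | dosing = single point at 5.6 µM | detection = intracellular calcium via Fluo-8 no-wash fluorescent dye | read-out = % inhibition | benchmarks = low control ATP plus DMSO, high control DMSO only | repeats = one well per compound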
OXTR potentiator = potentiators of human oxytocin receptor. P30559. 320,000 tested, 0.061% active. CHO-OTR cells, Fluo-8 calcium fluorescence, potentiator mode; 0% = oxytocin EC15, 100% = EC100. activation, % at 3 µM. AID 2445;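 active = activation above that plate's cutoff, the mean activation of tested compounds plus 3 SD, cut at about 6.6% in these data, passing the limit was not always enough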;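 note: 100% uses oxytocin at 75 nM as the full agonist control; some results filed as inactive read as strong as hits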
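Assay system: CHO cell line stably expressing human OTR. Reagent: EC15 oxytocin agonist. Dosing: single dose, 3.0 µM nominal final compound concentration. Timing: compound 6 min at room temperature before oxytocin, 100 s read. Signal: kinetic Fluo-8 calcium fluorescence. Controls: oxytocin EC15 low and EC100 high.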
* = called active by the depositor; x = no result given.

SMILES	M1 ag	TAAR1 ag	TAAR1 antagonist	M1 antag	V1aR counter	OXTR ag	CHRM1 PAM	CHO parental Ca	OXTR potentiator
Cc1nc(CS(=O)c2ccc(Cl)cc2)cc(NCc2ccc(Cl)cc2Cl)n1 (stereo not given)	-1	12	10	-32	1.5	1.2	0	-31	-8
O=c1oc2c(CN3CCOCC3)c(O)ccc2c2c1CCC2	-7	6	-6	-11	-0.5	0.1	7	-4	-3
Cc1ccc(Nc2c(N)c(=O)oc3ccccc23)cc1	-3	20	10	-5	-0.8	-0.4	1	-7	-15
CCN1CCN(C(=O)NCc2ccccc2)CC1	-5	2	-14	-12	1.1	1.1	10	-10	-10
O=C(NCc1ccc(F)cc1)c1ccc(S(=O)(=O)N2CCCCC2)cc1	-3	10	28	1	4.7	0.4	-4	-2	-8
CC(C)(C)N(Cc1ccccc1)C(=O)COC(=O)C1CCCCC1	-6	-2	-12	-9	-1.1	-1.5	0	-33	4
O=C(c1cnn2c(C(F)F)cc(-c3ccccc3)nc12)N1CCOCC1	-6	2	2	-7	-1.2	-2.0	8	-7	2
COc1ccc(OC)c(C2Nc3nc4ccccc4n3C(C)=C2C(=O)Nc2ccc(C)cc2C)c1 (stereo not given)	-6	12	3	-6	4.3	-0.5	7	-19	-4
COc1cc(NC(=O)c2ccc(C)c([N+](=O)[O-])c2)ccc1NC(=O)c1ccco1	x	x	x	x	0.7	-0.1	x	-6	-6
O=C1CC(N2CCN(c3ccc(Cl)cc3)CC2)C(=O)N1c1ccc(F)cc1 (stereo not given)	-1	1	2	-5	5.7	5.8	0	4	-11
CCN(C(=O)Cn1c(=O)oc2cc(S(=O)(=O)N3CCOCC3)ccc21)c1ccccc1	-6	0	6	8	0.7	0.9	-11	1	-10
O=C(COc1nncc2ccccc12)NCC(F)(F)F	-4	3	-12	-7	-0.1	0.4	9	0	-6
CN(C)c1ccc(S(=O)(=O)N2CCCCC2)cc1NC(=O)CCNC(=O)c1ccc(Cl)cc1	-1	2	-13	-6	-0.8	0.7	14	-27	0
CC1=C(C(=O)N(C)C)CC(CC(=O)NCCN2CCOCC2)C(=O)N1Cc1ccccc1 (stereo not given)	-2	-1	11	-8	x	x	2	x	x
Cc1cccn2c(=O)c3cc(C(=O)NCc4ccco4)c(=N)n(C4CCCC4)c3nc12	-12	-6	-10	0	-0.3	7.1	-6	-18	-4

In a second layout: entries from further up
canonical_smiles,M1 ag,TAAR1 ag,TAAR1 antagonist,M1 antag,V1aR counter,OXTR ag,CHRM1 PAM,CHO parental Ca,OXTR potentiator
O=c1oc2c(CN3CCOCC3)c(O)ccc2c2c1CCC2,-7,6,-6,-11,-0.5,0.1,7,-4,-3
Cc1ccc(Nc2c(N)c(=O)oc3ccccc23)cc1,-3,20,10,-5,-0.8,-0.4,1,-7,-15
CCN1CCN(C(=O)NCc2ccccc2)CC1,-5,2,-14,-12,1.1,1.1,10,-10,-10
O=C(NCc1ccc(F)cc1)c1ccc(S(=O)(=O)N2CCCCC2)cc1,-3,10,28,1,4.7,0.4,-4,-2,-8
CC(C)(C)N(Cc1ccccc1)C(=O)COC(=O)C1CCCCC1,-6,-2,-12,-9,-1.1,-1.5,0,-33,4
O=C(c1cnn2c(C(F)F)cc(-c3ccccc3)nc12)N1CCOCC1,-6,2,2,-7,-1.2,-2.0,8,-7,2
COc1ccc(OC)c(C2Nc3nc4ccccc4n3C(C)=C2C(=O)Nc2ccc(C)cc2C)c1 (stereo not given),-6,12,3,-6,4.3,-0.5,7,-19,-4
COc1cc(NC(=O)c2ccc(C)c([N+](=O)[O-])c2)ccc1NC(=O)c1ccco1,x,x,x,x,0.7,-0.1,x,-6,-6
O=C1CC(N2CCN(c3ccc(Cl)cc3)CC2)C(=O)N1c1ccc(F)cc1 (stereo not given),-1,1,2,-5,5.7,5.8,0,4,-11
CCN(C(=O)Cn1c(=O)oc2cc(S(=O)(=O)N3CCOCC3)ccc21)c1ccccc1,-6,0,6,8,0.7,0.9,-11,1,-10
O=C(COc1nncc2ccccc12)NCC(F)(F)F,-4,3,-12,-7,-0.1,0.4,9,0,-6
CN(C)c1ccc(S(=O)(=O)N2CCCCC2)cc1NC(=O)CCNC(=O)c1ccc(Cl)cc1,-1,2,-13,-6,-0.8,0.7,14,-27,0
CC1=C(C(=O)N(C)C)CC(CC(=O)NCCN2CCOCC2)C(=O)N1Cc1ccccc1 (stereo not given),-2,-1,11,-8,x,x,2,x,x
Cc1cccn2c(=O)c3cc(C(=O)NCc4ccco4)c(=N)n(C4CCCC4)c3nc12,-12,-6,-10,0,-0.3,7.1,-6,-18,-4

The list continues:
SMILES	M1 ag	TAAR1 ag	TAAR1 antagonist	M1 antag	V1aR counter	OXTR ag	CHRM1 PAM	CHO parental Ca	OXTR potentiator
CCN1C(=O)C2(C(C#N)=C(N)Oc3cc(C)oc(=O)c32)c2ccccc21 (stereo not given)	-2	10	9	-5	0.0	0.4	-6	-8	-11
CN(C(=O)COC(=O)c1ccc(C#N)cc1)c1ccccc1	-1	0	-22	-8	0.0	0.9	6	-6	3
CC(/C=N/n1c(-c2ccc(C)cc2)n[nH]c1=S)=C\c1ccco1	-3	0	-11	-5	-1.0	-1.5	7	-23	-1
Cc1cc(NC(=O)CCSc2nc(-c3ccco3)cc(C(F)(F)F)n2)n(-c2ccccc2)n1	-4	5	-3	-6	0.5	-1.6	6	-5	-8
CC(C)(NO)/C(=N\O)c1ccccc1	-2	2	9	-4	0.2	0.5	-1	0	-10
CCCN(C(=O)C(C)Oc1cccc(Cl)c1)c1c(N)n(Cc2ccccc2)c(=O)[nH]c1=O (stereo not given)	-1	1	-20	4	1.4	-0.5	5	-5	-14
Cc1cc2c(cc1C)N(Cc1ccccc1)C1=NCCCN12	-7	7	-11	-11	0.7	0.5	4	-5	-1
O=[N+]([O-])c1cccc(NC2=NCCC2)c1	-8	0	4	0	-0.5	1.0	6	3	0
COc1ccc(NS(=O)(=O)c2cc(OCC(N)=O)c(C)cc2Cl)cc1	0	1	-3	0	2.1	1.4	0	-5	-8
CCc1nc2ccccc2n(CCOCCn2c(=O)c(CC)nc3ccccc32)c1=O	-6	8	6	-6	x	x	7	x	x
Cc1ccc(OC(=O)c2cccc(C(=O)Oc3ccc(C)cc3)n2)cc1	1	5	-5	10	1.5	0.5	0	1	-5
Cn1cnnc1Sc1ccc(C(=O)OCC(=O)Nc2cc(Cl)cc(Cl)c2)cc1[N+](=O)[O-]	-2	1	-12	3	-0.7	-0.7	2	-16	-5
COc1ccc(SC[C@H](CC(C)C)N2CCN(C)CCC2=O)cc1	0	11	-5	-9	-0.2	1.0	7	-21	-2
O=C(CCCCCn1nnc2ccccc2c1=O)N[C@H](C(=O)O)c1ccccc1	0	1	2	-16	-0.3	2.9	16	5	1
COc1cc(/C=C/C(=O)OCC(=O)Nc2ccc(C)cc2[N+](=O)[O-])ccc1O	-2	-1	-14	-9	0.4	0.4	5	-7	-1
O=C(COC(=O)c1cccc(Br)c1)NCCC1=CCCCC1	-6	-1	-20	-15	-0.7	-2.2	8	-9	-9
CN(C)S(=O)(=O)N1CCC(Oc2cccc(C(=O)NC3CCCCCC3)c2)CC1	1	7	4	22	12	8.5	-9	26	-16
COc1ccc(-n2c(C)cc(C(=O)CSc3ccc(NC(C)=O)cc3)c2C)cc1	-7	1	38	0	3.0	0.8	0	7	-16
CCC(=Cc1ccccc1OC)c1ccncc1	1	-2	-9	-8	x	x	1	x	x
CCN(CC)S(=O)(=O)c1ccc(NC(=O)Cn2cnc3ccccc3c2=O)cc1	-4	6	-14	-7	1.6	0.2	6	-17	-15
C=CCn1c(COc2ccc(Cl)cc2)nnc1SCC(=O)N1CC(=O)Nc2ccccc21	-5	4	-5	3	0.0	0.2	-1	-24	-21
CCOC(=O)C1CCN(C(=O)c2cccnc2Cl)CC1	-3	10	12	-3	0.5	0.9	4	-6	2
Cc1ccc(/C=C/c2nnc(-c3ccccc3)o2)cc1	-5	5	-1	-8	-1.0	-1.3	8	-19	1
N/C(=N\OC(=O)Cc1ccccc1)c1ccc(Br)cc1	2	4	-10	-9	-0.2	-0.7	5	-5	0
Fc1ccc(CCN2CCN=C2Nc2ccccc2)cc1	-9	23	15	4	2.5	1.1	-3	-2	-1
CC(C)C1C(=O)N(Cc2cn(CCC3OCCO3)nn2)CCS(=O)(=O)N1Cc1ccc(-c2cccc(CO)c2)cc1 (stereo not given)	-5	3	8	6	x	x	-4	x	x
O=C(Nc1ccnn1C1CCNCC1)c1ccc2c(c1)OCO2	-3	3	12	-10	x	x	12	x	x
C=CCN1C(=O)C(Cc2ccc(OCC)cc2)SC1=Nc1ccc(C(=O)O)cc1 (stereo not given)	-7	1	15	-3	1.2	1.7	-1	1	3
CC(C)c1ccc(NC(=O)CCN2C(=O)[C@@H]3Cc4ccccc4CN3C2=O)cc1	2	8	5	-3	-0.4	-2.1	8	-3	-3
O=C(CSc1nnnn1-c1ccc2c(c1)OCCO2)Nc1nc2c(s1)CCCC2	-3	3	26	-5	5.6	4.2	-5	-17	-5
COc1ccc(-c2nc(CN3CCC(C(=O)NC4CC4)CC3)c(C)o2)cc1OC	-4	2	-6	-4	0.1	-1.0	6	16	-12
O=C(Cn1ncc2c([nH]c3ccccc32)c1=O)NCCCN1CCN(c2ccccc2)CC1	-4	6	-20	-8	5.0	1.8	3	-22	-3
Cc1cc(OCc2cc(C(=O)N3CCC(Oc4cccnc4)CC3)no2)cc(C)c1Cl	-1	11	53*	31*	8.3	5.2	-9	56*	-18
O=S1(=O)CCOCCN1Cc1ccc(Cl)cc1Cl	x	x	x	x	0.7	0.1	x	-12	3
CCC(CC)c1nnc(NC(=O)c2cccc(S(=O)(=O)N3CCc4ccccc43)c2)s1	-5	-1	-20	8	0.8	-0.1	1	-22	-1
CSC1=NCCN1C(=O)c1ccc(S(=O)(=O)N2CCCC2)cc1	-4	0	-11	-4	0.5	0.8	8	-12	-3
CC(C)(C)c1ccc2c(c1)C(=O)c1ccccc1C2=O	-6	15	-15	-3	0.4	0.4	11	-10	-9
CC(=O)Nc1ccc(C(=O)CN2C(=O)NC3(CCOc4ccccc43)C2=O)c(F)c1 (stereo not given)	0	3	13	7	1.5	1.0	-3	-20	-2
O=C(O)C1CC=CCC1C(=O)NCCc1csc(-c2ccccc2)n1 (stereo not given)	-7	12	-17	6	1.0	-0.1	-4	-10	0
